rCAG RNA binder: binds r(CAG) RNA repeats; r(CAG) RNA repeat, TO-PRO-1 dye displacement fluorescence; inhibition, % at 3 µM; actives 1.3% (n = 370,000);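 active means inhibition above the plate cutoff, the mean of all test compounds on that plate plus 3 SD, cut at about 35% in these data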;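 further: 0% = DMSO alone and 100% = 100 µM mitoxantrone as full dye displacement; higher means more dye released from RNA so lower well fluorescence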
SMARCA2 activ: activators of SMARCA2 function; actives 1% (n = 370,000); activation, % at 9.1 µM; MG213 cells, MMTV-luciferase reporter, dexamethasone, overnight; in the data active means activation above about 7.8%;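 further: 0% = vehicle wells and 100% = reference activator wells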
PG9 binder: PG9 antibody binding by small molecule. TR-FRET gp120-PG9 antibody binding. inhibition, % at 6.7 µM. actives 0.43% (n = 360,000); in the data active means inhibition above about 8.5%
ABHD4 inh: inhibitors of mouse ABHD4 | purified mABHD4, FP-Rh probe fluorescence polarization | inhibition, % at 8.92 µM | actives 0.54% (n = 370,000) | AID 720543;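 active means inhibition exceeding the mean over every tested compound plus 3 SD, cut at about 30% in these data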;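 further: 0% = plate median of compound wells and 100% = S159A mutant with DMSO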
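Assay system: mouse ABHD4 enzyme, wild type / Also added: fluorescent activity-based probe FP-Rh / Doses: single nominal dose of 8.92 µM, 0.89% DMSO final / Timing: 45 min compound pre-incubation plus 60 min probe step, 25 °C / Signal: FP readout, ex 525 nm / em 598 nm / Control set: S159A mutant/DMSO as 100%, compound-well median as 0%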
Rev-erbA mod: modulates human Rev-erb alpha binding to DNA; P20393; actives 0.79% (n = 370,000); activity, % at 10 µM; Rev-erbα–FITC-DNA binding, fluorescence polarization, 90 min; AID 1259318;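 active means activity above about 14%, limit read from the data; passing the limit was not always enough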;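 further: 0% = DMSO wells with 35 nM protein and 100% = DMSO wells with 750 nM protein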
NPR2 activator: GC-B (human) receptor activation. activation, % at 10 µM. actives 0.11% (n = 370,000). HEK293-GC-B cells, CNP EC30, cGMP TR-FRET; 0% at EC30 CNP, 100% saturating CNP. AID 1920062. P20594;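 active means activation at 10 µM reaching about 35% in either raw or pattern-adjusted values, limit read from the data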
Target sequence (P20594 whole entry, looked up): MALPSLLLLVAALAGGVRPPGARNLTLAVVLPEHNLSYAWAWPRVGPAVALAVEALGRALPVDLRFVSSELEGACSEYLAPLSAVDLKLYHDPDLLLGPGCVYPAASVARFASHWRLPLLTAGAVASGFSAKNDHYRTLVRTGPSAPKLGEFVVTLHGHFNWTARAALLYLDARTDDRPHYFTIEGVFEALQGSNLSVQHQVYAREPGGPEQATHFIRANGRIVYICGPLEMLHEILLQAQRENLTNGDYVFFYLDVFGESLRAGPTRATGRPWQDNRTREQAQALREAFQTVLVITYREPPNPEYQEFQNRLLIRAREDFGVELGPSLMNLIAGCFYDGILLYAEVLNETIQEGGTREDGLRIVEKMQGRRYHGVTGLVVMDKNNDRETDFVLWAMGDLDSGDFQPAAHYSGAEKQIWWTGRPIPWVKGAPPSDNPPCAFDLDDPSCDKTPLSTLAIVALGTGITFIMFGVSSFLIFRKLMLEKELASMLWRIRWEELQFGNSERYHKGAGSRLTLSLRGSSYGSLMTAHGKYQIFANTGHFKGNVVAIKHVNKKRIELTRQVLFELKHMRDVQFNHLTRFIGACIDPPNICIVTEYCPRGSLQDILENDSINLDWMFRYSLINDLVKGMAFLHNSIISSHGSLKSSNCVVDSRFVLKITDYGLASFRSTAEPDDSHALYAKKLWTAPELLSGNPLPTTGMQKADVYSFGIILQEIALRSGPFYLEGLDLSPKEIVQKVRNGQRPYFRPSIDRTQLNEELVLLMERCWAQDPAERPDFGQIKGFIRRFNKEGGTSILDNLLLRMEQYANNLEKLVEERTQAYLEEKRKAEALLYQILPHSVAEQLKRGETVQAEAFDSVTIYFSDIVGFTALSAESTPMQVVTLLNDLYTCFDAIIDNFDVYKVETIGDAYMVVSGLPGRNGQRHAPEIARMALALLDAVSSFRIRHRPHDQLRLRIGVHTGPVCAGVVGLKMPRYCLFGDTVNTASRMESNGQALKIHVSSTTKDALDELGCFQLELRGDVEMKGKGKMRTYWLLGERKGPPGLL
NPR1 activator: GC-A (human) enzyme activation. P16066. HEK293 GC-A cells, cGMP TR-FRET, EC30 ANP; 0% at EC30 ANP, 100% saturating ANP. activation, % at 10 µM. actives 0.14% (n = 370,000); in the data active means activation above about 40%
ARFGAP1 inhibitor: inhibits rat ARF GTPase activating protein 1 | Arfgap1-stimulated ARF1 GTP hydrolysis, GDP FP detection | inhibition, % at 16.5 µM | actives 0.26% (n = 360,000) | AID 651572;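 active means inhibition above a per-plate limit, mean inhibition of low control wells plus 3 SD, cut at about 25% in these data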;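 further: 0% = DMSO wells with enzyme and 100% = wells lacking Arfgap1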
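System: truncated rat Arfgap1 GAP domain / Benchmarks: high control wells lacking Arfgap1, low control full reaction with DMSO / Times: compound-enzyme preincubation 20 min, reaction 120 min, detection 60 min, 25 °C / Repeats: one replicate per compound / Also added: human ARF1(Δ1-17)-GTP substrate / Measured by: Tracer-displacement fluorescence polarization with EDTA stop, 620/688 nm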
HTRA1 inhibitor: inhibitors of human serine peptidase HTRA1; Q92743; recombinant HTRA1, FP-rhodamine activity-based probe, fluorescence polarization; inhibition, % at 5.96 µM; actives 0.5% (n = 340,000); AID 504803; in the data active means inhibition above about 36%;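 further: 0% = enzyme with DMSO and 100% = wells lacking enzyme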
ASAP1 inh: ASAP1 ArfGAP inhibition; ASAP1-stimulated ARF1 GTP hydrolysis, GDP FP detection; AID 624377; Q9ULH1; actives 0.19% (n = 360,000); inhibition, % at 16.5 µM; in the data active means inhibition above about 25%;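 further: 0% = vehicle with enzyme and substrate and 100% = no enzyme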
Numbers without * were called inactive; . = no result given.

SMILES	rCAG RNA binder	SMARCA2 activ	PG9 binder	ABHD4 inh	Rev-erbA mod	NPR2 activator	NPR1 activator	ARFGAP1 inhibitor	HTRA1 inhibitor	ASAP1 inh
COc1ccc(CCNC(=O)c2sc(=S)n(C)c2N)cc1	-4	1	-0.7	4	-2	1	3	-4	-1	10
CC(=O)Nc1cc(C(=O)N(C)Cc2ccco2)ccc1Sc1ccc(Cl)cc1	-1	-1	-0.8	-2	0	0	2	1	-2	2
CC(C)C[C@@H](CN)NC(=O)c1nc[nH]c1C(=O)N[C@@H](Cc1c[nH]c2ccccc12)C(=O)CNC[C@H](C)NC(=O)c1nc[nH]c1C(=O)N[C@@H](C)C(=O)O	5	2	0.0	9	-6	1	1	-7	16	4
COC(=O)c1cccc(NC(=O)CN2CCc3ccccc3C2)c1	-6	4	-2.5	-3	9	0	-1	4	-5	9
Cc1cccc(C(=O)Nc2scc(CC(C)C)c2C(=O)O)c1	23	5	-2.6	0	1	-2	2	-1	-7	4
CC(=O)c1ccc(S(=O)(=O)N2CCN(c3nc4c(C)c(C)ccc4cc3C#N)CC2)cc1	5	-3	2.4	3	223*	0	0	-5	-6	-3
CCOC(=O)c1sc(=NC(=O)c2ccco2)n(C)c1C	-2	1	1.3	0	1	0	-2	2	1	-8
O=C(NCC1COc2ccccc2O1)c1cc(S(=O)(=O)N2CCOCC2)ccc1F (configuration not stated)	3	-2	0.2	-1	6	8	2	-4	-1	-11
S=C1NC2(CCCCC2)Nc2ccccc21	0	3	0.5	2	-6	0	-3	13	2	0
CC1CCCCC1NC(=O)CCCn1c(=S)[nH]c2ccccc2c1=O (configuration not stated)	0	-4	-1.1	1	1	-5	-1	0	1	5
COC(=O)/C(=C\Nc1cccc(Cl)c1C)c1ncc(C(F)(F)F)cc1Cl	-2	0	1.2	4	9	-2	-1	6	1	-10
O=C(COc1ccccc1)N1CCN(c2ccccc2)CC1	-2	5	-0.6	-1	3	1	-1	-13	1	-2
CN1/C(=C\P(=O)(N(C)C)N(C)C)C(C)(C)c2ccccc21	-17	-7	-0.6	-192	2	1	2	-2	-89	-3
O=C(O)COc1ccccc1/C=N/NC(=O)CSc1nc2ccccc2s1	32	-3	0.8	4	-1	-1	5	-4	-4	1
CCOc1ccc2oc(C(=O)OCC(=O)NCc3ccc(OC)cc3)c(C)c2c1	6	-2	-1.5	-3	4	3	-6	12	-14	8
Nc1c(C(=O)NCC2CCCO2)c2nc3ccccc3nc2n1-c1ccccc1 (configuration not stated)	0	0	0.5	-13	3	4	6	17	-13	15
O=C(NCCCN1CCCC1=O)c1ccccc1NS(=O)(=O)c1ccc(Br)cc1	15	-2	2.0	5	.	.	.	-10	9	16
CCCN(C)C1CN(Cc2cn(Cc3cccc(C(F)(F)F)c3)nn2)S(=O)(=O)C1 (configuration not stated)	-2	-3	-1.6	-14	1	-2	-1	-4	.	7
CSC1=NCCN1C(=O)c1ccco1	-1	-2	0.1	4	-3	-5	-3	13	-2	3
Cc1ccc(N2CC(C(=O)Nc3ccc(S(=O)(=O)Nc4nccs4)cc3)CC2=O)cc1C (configuration not stated)	48*	-3	-1.2	-8	-3	-3	-2	-1	4	6
CN(CC(=O)Nc1ccc(N2CCOCC2)cc1)C(=O)CSc1ccc(Br)cc1	1	0	-3.9	-2	-1	7	-3	-4	-4	2
O=CN1CCN(C(=O)c2cccc([N+](=O)[O-])c2)CC1	6	-2	-2.9	7	7	2	4	-4	8	-1
Cc1ccc(CSCC(=O)NCCc2ccccc2)cc1	-1	0	-0.3	-16	0	-6	-4	5	2	6
O=C(Nc1ccc2c(c1)OCO2)c1cc(C2CCCN(C(=O)CCc3ccccc3)C2)on1 (configuration not stated)	0	-2	-2.1	-5	3	-4	2	-13	.	-3
O=C(NC1CCCCC1)C(c1ccc(F)cc1)N(Cc1ccco1)C(=O)c1ccccn1 (configuration not stated)	-3	-4	-1.6	3	-3	1	-3	-1	-8	5
SMILES	rCAG RNA binder	SMARCA2 activ	PG9 binder	ABHD4 inh	Rev-erbA mod	NPR2 activator	NPR1 activator	ARFGAP1 inhibitor	HTRA1 inhibitor	ASAP1 inh
CCOc1cc(/C=N/O)cc(Cl)c1OC	-2	-2	1.8	-1	1	2	4	0	-7	-13
Cc1ccc(Cl)cc1NC(=O)COC(=O)CC1CC2CCC1C2 (configuration not stated)	-5	-1	0.1	-12	1	-1	-1	-1	-12	-9
COc1ccccc1NC(=O)CSC1=NC(=O)C(NC(C)=O)C(=O)N1 (configuration not stated)	-1	-1	0.1	4	-2	-7	1	-11	4	-9
CCCCOC(=O)Nc1ccccc1C(=O)OC	-5	-1	0.4	9	8	-3	0	6	-6	11
O=C1CCN(CCc2ccccc2)CCN1[C@H](CSc1ccc(Br)cc1)Cc1ccccc1	7	-1	-0.1	0	4	-4	-2	-10	-45	16
O=C1CC(N(Cc2cccs2)C(=O)Nc2ccccc2)C(=O)N1c1ccc(Cl)cc1 (configuration not stated)	9	-3	-2.5	-10	4	3	-4	14	-26	-19
C/C(=N\NC(=O)CSCc1ccc([N+](=O)[O-])cc1)c1ccccc1O	22	-3	-0.8	9	1	5	-5	2	4	-5
CCN(CC)S(=O)(=O)c1ccc(N2CCCCC2)c(NC(=O)/C=C/c2ccc(OC)c(OC)c2)c1	10	-2	-2.1	7	0	1	-1	8	-28	1
CCn1ncc(C2=NOC(C(=O)Nc3ccccc3C(=O)OC)C2)c1C (configuration not stated)	-3	-4	-1.7	3	1	2	6	10	2	3
O=C(Cc1ccc([N+](=O)[O-])cc1)Nc1nccs1	3	-2	-0.8	1	-1	2	0	6	1	6
O=C(NC1=C(Nc2ccc(Cl)cc2)C(=O)c2ccccc2C1=O)c1ccccc1	1	0	-7.0	16	-6	-3	-5	7	19	-33
O=C(CN1C(=O)C(=O)N(C2CCCC2)C1=O)Nc1ccc(N2CCOCC2)cc1	2	5	-1.9	-5	2	-1	-4	-9	-1	2
CCCOc1ccc(C(=O)Nn2c(C)nc3ccccc3c2=O)cc1	1	1	0.1	1	0	2	2	3	0	9
C/C(=N/NS(=O)(=O)c1ccc(C)cc1)c1ccc(NC(=O)C(F)(F)F)cc1	4	3	-0.7	-12	0	3	-3	2	-8	25*
COc1ccc(CCNC(=O)c2csc3c2CCCC3)cc1	-5	0	0.8	1	0	-4	-7	-3	-1	6
CN(CC(=O)Nc1ccc(S(=O)(=O)N2CCCC2)cc1)Cc1ccc(Cl)cc1	0	-2	-1.2	-2	-2	5	1	3	-5	-12
COc1cc(/C=N/n2c(=S)[nH]nc(C)c2=O)cc([N+](=O)[O-])c1O	1	-1	0.5	5	-4	-1	-2	-6	.	-16
COc1ccc(-c2nn(-c3ccccc3)cc2C(=O)Nc2ccc(C(=O)O)cc2)cc1OC	14	3	0.0	26	-8	-3	-2	-11	-2	-3
COc1ccccc1NC(=O)Cc1coc2cc(C)ccc12	2	2	-0.4	2	0	3	3	4	-16	2
Cc1cccc2cc(CN(Cc3ccc(F)cc3)Cc3nnnn3C3CCCC3)c(=O)[nH]c12	-1	0	2.1	-4	1	-4	-6	0	-6	7
Cc1nc2ncccn2c1-c1csc(Nc2cccc(C(=O)O)c2)n1	2	1	-9.0	13	1	2	1	-23	11	-7
COc1ccccc1CNC(=O)C1CCN(C(=O)N(C)C)CC1	1	-2	-0.8	0	-4	2	6	-7	3	-2
Cc1ccc(S(=O)(=O)NC(=O)c2ccc(-c3ccc(C)c4ccccc34)o2)cc1	77*	0	0.4	-26	-6	-4	-5	-11	-70	-15
CC(=NN(Cc1ccccc1)c1ccccc1)c1ccccc1	2	-2	-2.5	-2	-4	-6	-7	-12	0	4
Cc1ccc(NC(=O)c2sc(N)nc2-c2ccc([N+](=O)[O-])cc2)cc1C	1	2	-0.7	9	-4	0	-2	4	-4	3
C=CCn1c(SCC(=O)Nc2ccccc2OC)nc(O)c(CC)c1=O	7	-4	2.7	-1	2	-6	-5	1	2	-4
Fc1ccc(COc2cccc(CNCc3ccncc3)c2)cc1	-7	-7	0.5	-4	-6	0	0	-2	7	0
CCc1nnc(NC(=O)CSc2nnc(-c3ccccc3OC)n2-c2ccc(C)cc2)s1	-3	0	-1.8	-2	2	-3	-9	4	-15	2
Cc1cc(C(C)c2ccccc2)c(O)c(CN2CCOCC2)c1C (configuration not stated)	-9	-1	-0.1	-2	33*	2	3	0	-5	-5

Another view of part of the listing above.
Second line of a record: rCAG RNA binder	SMARCA2 activ	PG9 binder	ABHD4 inh	Rev-erbA mod	NPR2 activator	NPR1 activator	ARFGAP1 inhibitor	HTRA1 inhibitor	ASAP1 inh
> COc1cc(/C=N/n2c(=S)[nH]nc(C)c2=O)cc([N+](=O)[O-])c1O
 : 1	-1	0.5	5	-4	-1	-2	-6	.	-16
> COc1ccc(-c2nn(-c3ccccc3)cc2C(=O)Nc2ccc(C(=O)O)cc2)cc1OC
 : 14	3	0.0	26	-8	-3	-2	-11	-2	-3
> COc1ccccc1NC(=O)Cc1coc2cc(C)ccc12
 : 2	2	-0.4	2	0	3	3	4	-16	2
> Cc1cccc2cc(CN(Cc3ccc(F)cc3)Cc3nnnn3C3CCCC3)c(=O)[nH]c12
 : -1	0	2.1	-4	1	-4	-6	0	-6	7
> Cc1nc2ncccn2c1-c1csc(Nc2cccc(C(=O)O)c2)n1
 : 2	1	-9.0	13	1	2	1	-23	11	-7
> COc1ccccc1CNC(=O)C1CCN(C(=O)N(C)C)CC1
 : 1	-2	-0.8	0	-4	2	6	-7	3	-2
> Cc1ccc(S(=O)(=O)NC(=O)c2ccc(-c3ccc(C)c4ccccc34)o2)cc1
 : 77*	0	0.4	-26	-6	-4	-5	-11	-70	-15
> CC(=NN(Cc1ccccc1)c1ccccc1)c1ccccc1
 : 2	-2	-2.5	-2	-4	-6	-7	-12	0	4
> Cc1ccc(NC(=O)c2sc(N)nc2-c2ccc([N+](=O)[O-])cc2)cc1C
 : 1	2	-0.7	9	-4	0	-2	4	-4	3
> C=CCn1c(SCC(=O)Nc2ccccc2OC)nc(O)c(CC)c1=O
 : 7	-4	2.7	-1	2	-6	-5	1	2	-4
> Fc1ccc(COc2cccc(CNCc3ccncc3)c2)cc1
 : -7	-7	0.5	-4	-6	0	0	-2	7	0
> CCc1nnc(NC(=O)CSc2nnc(-c3ccccc3OC)n2-c2ccc(C)cc2)s1
 : -3	0	-1.8	-2	2	-3	-9	4	-15	2
> Cc1cc(C(C)c2ccccc2)c(O)c(CN2CCOCC2)c1C (configuration not stated)
 : -9	-1	-0.1	-2	33*	2	3	0	-5	-5

Assay outcomes deposited in PubChem BioAssay by several laboratories.
